# Source: PubChem (several laboratories)
# CHOP inh: inhibitors of CHOP induction in ER stress response. CHO-K1 CHOP-promoter luciferase, tunicamycin-induced, 15-18 h. inhibition, % at 10 µM. 3.8% of 220,000 active;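 active means compounds that reduced the stress-induced luciferase reporter signal by more than about 70% of percent inhibition, limit read from the data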;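 further: 0% = tunicamycin plus vehicle and 100% = wells without tunicamycin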
# PGE2 EP2 inh: inhibitors of human EP2 prostaglandin E2 receptor. P43116. C6 glioma cells expressing human EP2, cAMP TR-FRET; cells stimulated with saturating PGE2. inhibition, % at 25 µM. 0.52% of 260,000 active. AID 1422;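 active means percent inhibition above 40 after rounding to a whole number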;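 further: rat C6 glioma host cells with rolipram phosphodiesterase inhibitor present; the protocol text gives 20 µM as final concentration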
# EP2 modulator: modulates human prostaglandin E2 receptor EP2 signaling | 0.83% of 260,000 active | P43116 | EP2-expressing cells, cAMP HTRF FRET, PGE2 co-stimulation | induction, % at 25 µM | AID 940;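 active means compounds whose cAMP rise, as percent of the full-agonist control response, exceeds 60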;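 further: rat C6 glioma line stably carrying human EP2 under a CMV promoter; the protocol text gives 20 µM as final concentration; 100% = response of wells given 1 µM PGE2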
# 14-3-3 Bad inh: disrupts binding of bovine 14-3-3 zeta to phospho-Bad peptide | 0.71% of 220,000 active | inhibition, % at 21.7 µM | TR-FRET 14-3-3zeta/Dy647-pBad peptide displacement, 1 h | AID 781 | P63103;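 active means inhibition above about 70%, limit read from the data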;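 further: 0% = full 14-3-3 plus peptide FRET controls and 100% = background without 14-3-3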
# Target sequence (P63103 whole entry, looked up): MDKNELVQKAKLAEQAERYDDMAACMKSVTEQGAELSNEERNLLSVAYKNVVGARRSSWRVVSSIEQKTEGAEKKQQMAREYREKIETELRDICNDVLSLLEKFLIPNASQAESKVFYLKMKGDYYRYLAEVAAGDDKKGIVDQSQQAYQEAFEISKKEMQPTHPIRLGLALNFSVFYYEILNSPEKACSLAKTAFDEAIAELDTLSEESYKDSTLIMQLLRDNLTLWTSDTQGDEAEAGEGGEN
# TRPML3 ag: agonists of human TRPML3 channel; HEK293 TRPML3-YFP, Fluo-8 calcium fluorescence; 100% = the carbachol control signal; activation, % at 3 µM; 0.29% of 220,000 active; AID 1448;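 active means activation above its plate's cutoff, the mean activation of the plate's test wells plus 3 SD, cut at about 12% in these data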;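 further: 0% = DMSO only wells and 100% = carbachol wells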
# Target sequence (Q8TDD5 whole entry, looked up): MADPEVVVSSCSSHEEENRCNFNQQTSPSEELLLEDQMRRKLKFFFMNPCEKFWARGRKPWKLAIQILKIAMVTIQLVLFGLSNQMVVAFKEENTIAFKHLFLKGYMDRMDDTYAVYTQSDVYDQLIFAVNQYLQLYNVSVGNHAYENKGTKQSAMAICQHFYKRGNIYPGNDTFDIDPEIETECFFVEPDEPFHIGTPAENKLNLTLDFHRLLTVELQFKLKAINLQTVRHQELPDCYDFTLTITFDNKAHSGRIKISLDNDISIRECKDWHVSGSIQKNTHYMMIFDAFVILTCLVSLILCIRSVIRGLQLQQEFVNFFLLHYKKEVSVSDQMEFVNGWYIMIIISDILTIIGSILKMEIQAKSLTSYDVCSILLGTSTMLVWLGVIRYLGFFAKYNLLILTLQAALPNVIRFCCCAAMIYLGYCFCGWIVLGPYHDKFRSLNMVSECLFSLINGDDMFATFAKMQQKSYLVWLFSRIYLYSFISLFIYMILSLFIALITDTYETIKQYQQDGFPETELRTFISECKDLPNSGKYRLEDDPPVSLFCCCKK
#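 Test system – HEK293 line with stable expression of human TRPML3-YFP channel · Control set – carbachol 87 µM final as high control (100%), DMSO as low control (0%) · Signal – Fluo-8 calcium dye fluorescence, ex 470-495, em 515-575 nm · Incubation – 1-h 37 °C dye load, 5-s basal, 120-s post-compound reads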
# PPC-1+TRAIL kill: compounds killing PPC-1 cancer cells with TRAIL present (potentiator screen, no TRAIL-free arm) | AID 1443 | PPC-1 cells + TRAIL, ATPLite viability luminescence | cell killing (% activity), % at 4 µM | 0.41% of 220,000 active;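 active means cell killing above 50% in the first pass at 4 µM, then a duplicate retest at 5 µM averaging 50% or more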;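 further: plate controls were cells with TRAIL plus DMSO for no effect and medium-only wells lacking cells for full effect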
# zfTRPN1 agonist: zebrafish TRPN1 (NompC) channel agonism; HEK293 zebrafish TRPN1-YFP, Fluo-8 calcium fluorescence; 100% = response to 87 µM carbachol; activation, % at 3 µM; 0.18% of 220,000 active; AID 1424;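 active means activation above its plate's cutoff, the mean activation of test wells on that plate plus 3 SD, cut at about 19% in these data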;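 further: 0% = DMSO alone and 100% = 87 µM carbachol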
#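 System: zebrafish TRPN1-YFP in HEK293 cells / Dosing: 3 µM single point / Timing: dye loading 1 h at 37 °C, then 30 min room temperature / Signal: Fluo-8 calcium fluorescence, excitation 470-495 nm, emission 515-575 nm / Read-out basis: percent activation from peak over basal fluorescence ratio, control-normalized / Control set: high carbachol 87 µM, low DMSO alone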
# NPY-Y1 antag: NPY-Y1 (human) receptor antagonism; P25929; HEK293-CNG Y1 cells, membrane potential fluorescence; NPY at EC95, then isoproterenol; inhibition, % at 3.6 µM; 1% of 200,000 active; AID 1040;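 active means inhibition above the campaign mean inhibition of all tested compounds plus 3 SD, cut at about 20% in these data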;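 further: 0% = DMSO wells given NPY plus isoproterenol and 100% = isoproterenol alone without NPY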
#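 Material: HEK293 cells co-expressing NPY Y1 receptor and cyclic-nucleotide gated channel. Timing: compound incubation 1 h at room temperature, readout 45 min post-stimulation. Signal: fluorescence, membrane potential probe.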
# NPY-Y1 PAM-ag: potentiates or activates human NPY-Y1 receptor | 0.37% of 220,000 active | P25929 | NPY-Y1 expressing cells, potentiator/agonist activation | activation, % at 3.6 µM | AID 1304; in the data active means activation above about 33%, passing the limit was not always enough;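 further: cells stimulated with NPY at EC10 then isoproterenol at EC100; 0% = low agonist plus stimulus and 100% = saturating agonist plus stimulus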
# The depositor's hits bear a star; / = no result given; & = joins results of further samples; [ ] = remark or other dose.
SMILES,CHOP inh,PGE2 EP2 inh,EP2 modulator,14-3-3 Bad inh,TRPML3 ag,PPC-1+TRAIL kill,zfTRPN1 agonist,NPY-Y1 antag,NPY-Y1 PAM-ag
CC(C)CC(=O)N1CCC(O)(CS(=O)(=O)c2ccc(Cl)c(Cl)c2)CC1,14,6,-3,-13,0.4,0,1.5,3,-18
NC(Cc1ccc2nonc2c1)C(=O)O (configuration not stated),7,8,27,2,-0.2,-14,-3.2,-3,-5
CCC1C/C(=C/c2ccco2)C(=O)/C(=C/c2ccco2)C1 (configuration not stated),86*,8,68*,-9,1.1,-5,1.9,0,12
COc1cc(NC(=O)c2cccnc2Sc2ccc(C)c(C)c2)cc(OC)c1OC,-6,3,1,4[fluorescence artefact?],0.0,9,-0.6,-4,-20
CCCCn1c(N)c(Sc2ccc(C)cc2)c(=O)[nH]c1=O,14,11,18,-8[fluorescence artefact?],0.7,-2,-0.9,3,2
CC1CCN(c2cc(N3CCN(C(=O)c4ccc(F)c(F)c4)CC3)c([N+](=O)[O-])cc2F)CC1,54,10,11,-4,0.2,9,0.2,10,-6
O=C(Nc1ccc2oc(-c3cccnc3)nc2c1)c1ccc(Br)o1,77*,16,-13,67,-0.1,7,0.2,2,-19
CN(C)c1ccc(C(O)P(=O)(OC2CCCCC2)OC2CCCCC2)cc1 (configuration not stated),5,11,12,-7,-0.5,3,-0.7,/,25
CSc1ccc(CN2CCN(C(=O)c3ccc([N+](=O)[O-])cc3)CC2)cc1,2,5,-19,8,5.4,18,9.5,3,-13
Cc1nc(-c2ccccc2)c(Cc2ccccc2O)c(=O)[nH]1,18,8&8,0&-8,2,0.6,6,3.1,/,20
CC(C)NC(=O)CSCc1ccccc1Cl,-10,9,8,-3[fluorescence artefact?],-0.9,-14,-1.0,-2,13
Clc1ccccc1OCCCCN1CCCC1,-12,7,9,41,1.1,19,0.8,5,-26
N#CC1=C(O)CCCn2c1nc1ccccc1c2=O,0,6,20,62,-0.3,10,-0.2,7,10
COc1ccc(OCC(=O)NNc2c3ccccc3nc3ccccc23)cc1,36,24&8,-88&-18,-5[fluorescence artefact?],0.4,-6,4.3,-4,-11
CCOC(=O)Cn1nc(CC)c2ccccc2c1=O,21,15,-8,/,-0.2,15,-1.7,9,19
CCOc1ccc(C2CC(c3cccc(OC)c3)n3nc(N)nc3N2)cc1 (configuration not stated),4,7,2,0,0.5,3,1.6,-1,11
O=C(NC(=S)Nc1ccc2oc(=O)ccc2c1)c1cc2ccccc2o1,-18,8,-14,12,0.8,-3,-0.8,/,-5
CCN(CC)S(=O)(=O)c1ccc(N2CCCC2)c(C(=O)OCC(=O)Nc2cc(C)on2)c1,16,7,-15,-3,-0.8,7,-1.3,/,1
CCOc1ccc(NCc2nnc(SCC(=O)Nc3nc(-c4ccccc4)cs3)n2-c2ccccc2)cc1,47,9,2,-5,0.6,10,-0.4,-3,-27
COc1ccc(SCC(=O)Nc2ccccc2Cl)cc1,-12,6,2,-6,-0.2,36,-3.1,9,-11
Cc1ccc2nc(-c3cc(-c4ccccc4)no3)cn2c1,105*,6,-1,41,0.6,33,1.2,/,-28
CCOC(=O)CSc1nc(N)c2c3c(sc2n1)CCCC3,-5,18,-20,-15,0.4,9,0.0,-4,2
CNC(=S)NNC(=O)c1cccn(Cc2cccc(Cl)c2)c1=O,-11,1,21,6[fluorescence artefact?],0.7,3,0.2,0,23
Cc1ccccc1C(=O)N1CCN(c2ccc(NC(=O)c3cccnc3)cc2)CC1,43,14&3,-28&-7,0,1.3,15,0.8,-5,3
COc1ccccc1CNC(=O)c1cccc2c1C(=O)N(Cc1cccnc1)C2,7,6,7,-8,0.2,2,2.2,-2,2
COc1ccc(C(=O)/C=C/Nc2ccc(NC(C)=O)cc2)cc1OC,31,9,14,-4[fluorescence artefact?],1.0,5,0.6,1,-4
COC(=O)c1[nH]c(C)c(/C(O)=C2\C(=O)C(=O)N(CCN3CCOCC3)C2c2cccs2)c1C (configuration not stated),2,8,36,33[fluorescence artefact?],/,12,/,/,/
COc1ccc(Nc2ccc(OC)cc2)cc1,-16,10,-1,4,-0.4,6,-0.8,/,17
COCc1c(C(=O)NC2CCCCCC2)oc2ccccc12,20,7,-34,-17,-1.2,15,-2.6,7,3
C=CCn1c(C(C)NC(=O)c2ccccc2)n[nH]c1=S (configuration not stated),-9,16&8,10&13,-3,-0.4,11,0.6,1,2
CC1(C)OC(C(=O)NC2CCCCC2)C(C(=O)NC2CCCCC2)O1 (configuration not stated),25,/,1,-12,1.6,/,0.2,1,21
CCc1ccc(NC(=O)COC(=O)/C(=C/c2ccccc2OC)c2ccccc2)cc1,11,3,52,-3,1.1,28,2.5,4,-16
CSc1nc2sc3c(c2c(=O)n1C)CCC(C)C3 (configuration not stated),9,4,19,-3[fluorescence artefact?],-0.9,1,-0.7,5,-3
Cc1ccc([N+](=O)[O-])cc1N(CC(=O)NC1CCCC1)S(C)(=O)=O,-1,10,-1,1,0.1,9,0.1,3,-11
COc1ccc(NC(=O)c2cc(-c3ccco3)on2)cc1,-1,9,4,-4,0.0,4,-0.5,4,-1
CC(C)CNC(=O)c1ccccc1NC(=O)CSCc1ccccc1,21,14,7,2[fluorescence artefact?],0.4,13,-0.2,-4,-7
O=C1CSC(=S)N1/N=C/c1cccnc1,-1,6,0,-6,0.7,-11,-0.4,/,-11
Cc1cc(C)c(OCC(=O)N/N=C/c2ccc3c(c2)OCO3)c(C)c1,73*,12,-51,13,-0.3,17,-0.1,12,-24
CC(=O)C(C)Oc1ccc2c3c(c(=O)oc2c1C)CCCC3 (configuration not stated),/,/,/,/,0.0,7,-0.2,1,-4
COc1cc(C(C(=O)NC2CCCCC2)N(C(=O)Cc2c[nH]c3ccccc23)c2ccc(C)cc2)cc(OC)c1OC (configuration not stated),42,8,29,5,-0.8,1,-0.5,-3,9
COCc1ccc(C(=O)N2CCCC(C(=O)c3cccc(C(F)(F)F)c3)C2)o1 (configuration not stated),-3,7,5,-18,0.5,-1,0.8,5,9
COc1cnc(-c2ccccn2)nc1Oc1c(C)cccc1C,-88,5,27,-20,0.0,16,0.4,-4,14
O=C(Nc1ccncc1)c1cc(-c2ccccn2)nc2ccccc12,16,14,-7,0,-0.5,12,-1.5,4,-30
CCc1ccc(NC(=O)c2cnn3c(C(F)F)cc(C)nc23)cc1,8,8&3,40&31,-12,1.7,3,1.2,-2,5
CCOc1cccc(-c2cc(=O)[nH][nH]2)c1,9,13,7,10,0.4,15,0.7,8,-12
COc1cc(C)ccc1NC(=O)c1ccc(S(=O)(=O)N2CCOCC2)cc1,16,4,-3,34,0.7,-8,0.5,-16,1
COc1ccc2[nH]c(=S)[nH]c2c1,-3,13,-13,2,-0.2,9,0.2,10,2
CCOC(=O)C1CCN(C(=O)c2ccc(OC)cc2OC)CC1,0,8,-2,-4,0.5,13,-0.4,0,-12
Cc1ccc2nc(NCc3ccccc3)c(C=NCc3ccccc3)c(=O)n2c1,-13,6,60,3[fluorescence artefact?],-0.4,18,-0.3,0,-4
COc1ccc(OC)c(NC(=O)COC(=O)C2CCN(C(=O)c3ccc(Cl)cc3)CC2)c1,20,6,-16,-6,-0.7,-1,-1.0,3,-8
# Next entries follow:
SMILES,CHOP inh,PGE2 EP2 inh,EP2 modulator,14-3-3 Bad inh,TRPML3 ag,PPC-1+TRAIL kill,zfTRPN1 agonist,NPY-Y1 antag,NPY-Y1 PAM-ag
COc1ccc(S(N)(=O)=O)cc1C(=O)NCCCN1CCN(c2cccc(Cl)c2)CC1,10,/,-6,29[fluorescence artefact?],0.3,6,0.3,4,-7
COc1ccc(/C=C2/SC(=O)N(CCC(=O)Nc3ccccc3)C2=O)cc1OC,6,13,-2,25[fluorescence artefact?],0.6,20,-0.3,-2,15
C=CCNC(=O)c1cc(=O)c2ccccc2o1,-15,-2,1,7,0.4,7,0.9,4,5
Cc1cc(=O)[nH]c(S)c1C#N,3,12,4,-1,0.6,5,-0.8,/,0
CCCC1CCC(=NNC(=S)NCCc2ccccc2)CC1 (configuration not stated),-24,1,-3,-22,0.7,4,-2.5,-1,8
CC(C)c1nnc(NC(=O)c2sc3ccccc3c2Cl)s1,-28,15,-8,7,0.0,19,-0.6,6,26
COC(=O)/C(=C\Nc1ccc(Cl)cc1Cl)NC(=O)c1ccccc1,26,13,14,-13[fluorescence artefact?],0.4,2,-0.8,0,-32
CCCC(c1nnnn1C1CCCCC1)N1CCN(c2ncccn2)CC1 (configuration not stated),33,7,16,64,0.9,-4,0.3,3,7
CCOC(=O)c1cc2ccc(OC)cc2oc1=O,22,17,11,4,0.2,0,-1.1,-1,-3
Cc1ccc(C23CC4CC(CC(NC(=O)NC(C)(C)CO)(C4)C2)C3)cc1,69,6,-29,1,0.0,5,1.1,-2,14
O=C(Nc1cc(C(F)(F)F)ccc1N1CCOCC1)c1cccs1,14,11,26,-11,0.5,9,-0.4,12,-3
O=C(CSc1ccc(Cl)cc1)NC1CCCC1,-18,6,10,/,-0.6,8,0.6,-1,-5
Cn1nc(C(=O)Nc2ccc(S(=O)(=O)NCc3ccco3)cc2)c2ccccc2c1=O,-11,0,2,2,0.3,-2,0.7,/,6
CC1CCc2cc(F)ccc2N1C(=O)CN1C(=O)c2ccccc2C1=O (configuration not stated),8,8,-17,-2,0.0,6,0.4,2,-26
Cc1cc(C)c2c(=O)n(-c3ccccc3)[nH]c2n1,-18,9,12,-5[fluorescence artefact?],1.0,-6,-0.6,3,-1
COC(=O)c1ccc2c(c1)NC(=O)C(N1CCCCC1)S2 (configuration not stated),17,3,-19,2,0.0,12,1.0,-7,1
CCOC(=O)c1cc(-c2csc(Nc3ccccc3Cl)n2)on1,4,37,-42,-4,-0.6,29,-1.6,/,17
CCOc1ccccc1/C=N/NC(=O)c1cccc(S(=O)(=O)N2CCOCC2)c1,11,1,-2,-1,1.5,6,0.1,0,2
C/C(=N/NC(=O)c1sc(NS(=O)(=O)c2ccc(C)cc2)nc1C)c1sc(N)nc1C,11,4,1,-4,-1.5,21,0.7,2,-5

# An excerpt of these results, with values under each structure.
# Sequence of screens – CHOP inh	PGE2 EP2 inh	EP2 modulator	14-3-3 Bad inh	TRPML3 ag	PPC-1+TRAIL kill	zfTRPN1 agonist	NPY-Y1 antag	NPY-Y1 PAM-ag
> Cn1nc(C(=O)Nc2ccc(S(=O)(=O)NCc3ccco3)cc2)c2ccccc2c1=O
    -11	0	2	2	0.3	-2	0.7	/	6
> CC1CCc2cc(F)ccc2N1C(=O)CN1C(=O)c2ccccc2C1=O (configuration not stated)
    8	8	-17	-2	0.0	6	0.4	2	-26

# Only part of the results is shown (hit frequency here may not be typical).
